# Compound activity as filed in PubChem.
# MPTP inh: blocks calcium-induced mitochondrial swelling | AID 602449 | inhibition, % at 10 µM | isolated mouse mitochondria, Ca2+ swelling absorbance, 30 min | 360,000 tested, 1.4% active;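 active means inhibition of 50% or more, scaled per plate between neutral and stimulator controls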;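 further: 0% = DMSO wells given calcium and 100% = 1 mM EGTA wells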
# An asterisk follows results filed as active. A portion of the library. The share of hits here may be higher or lower than overall.
N#CCCN(Cc1ccccc1)C(C(=O)NC1CCCCC1)c1cc2ccccc2o1 (configuration not stated)
  MPTP inh: -1.2

O=C(Cc1ccc([N+](=O)[O-])cc1)NCCS(=O)(=O)N1CCN(c2ccccc2)CC1
  MPTP inh: 0.8

CN(C)C1CN(Cc2cn(Cc3cccc(C(F)(F)F)c3)nn2)S(=O)(=O)C1 (configuration not stated)
  MPTP inh: 0.0

O=C(COC(=O)c1cc(Br)ccc1O)NCCC1=CCCCC1
  MPTP inh: -0.1

Cn1c(=O)c2c(-c3ccccc3)n(-c3cc([N+](=O)[O-])ccc3O)cc2n(C)c1=O
  MPTP inh: -0.4

CC(C)(C)NC(=O)C1c2ccccc2OCC(=O)N1Cc1ccccn1 (configuration not stated)
  MPTP inh: -1.9

C[C@@H]1CN([C@H](C)CO)C(=O)CCCn2nncc2CO[C@H]1CN(C)C
  MPTP inh: -0.5

CCCCn1nnnc1C(c1cc2ccccc2o1)N1CCN(c2ccncc2)CC1 (configuration not stated)
  MPTP inh: -0.5

O=C(NCc1ccccc1)c1cc(C2COCCN2C(=O)c2ccc3c(c2)CCO3)on1 (configuration not stated)
  MPTP inh: 0.9

COc1ccc(-c2cc(NC=O)c3ncc(-c4cccc(OC)c4)n3c2)cc1
  MPTP inh: 0.6

# Next part; it opens with the 2 that closed the last part.
O=C(NCc1ccccc1)c1cc(C2COCCN2C(=O)c2ccc3c(c2)CCO3)on1 (configuration not stated)
  MPTP inh: 0.9

COc1ccc(-c2cc(NC=O)c3ncc(-c4cccc(OC)c4)n3c2)cc1
  MPTP inh: 0.6

N#Cc1cccc(NC(=O)c2cc(C3CCCCN3C(=O)c3cccs3)on2)c1 (configuration not stated)
  MPTP inh: -0.2

CCC/C=C/c1ccc(CN2C(C(C)C)C(=O)N(Cc3cn(CCOCOC)nn3)CCS2(=O)=O)cc1 (configuration not stated)
  MPTP inh: -3.1

CN1CCN(C(=O)c2cccc(-c3cccc4nccn34)c2)CC1
  MPTP inh: 0.9

N#CC(=C1C=C(Br)C(=NO)C=C1Cl)c1ccc(Cl)cc1
  MPTP inh: 83*

C[C@H](CO)N1C[C@H](C)[C@H](CN(C)Cc2ccc(Oc3ccccc3)cc2)Oc2cc(Br)ccc2S1(=O)=O
  MPTP inh: -0.4

S=C(NCCCN1CCOCC1)NN=C1c2ccccc2-c2ccccc21
  MPTP inh: 0.5

Cc1c(C(=O)NC2CC(C)(C)NC(C)(C)C2)oc2c(Cl)cccc12
  MPTP inh: 0.2

C[C@H](CO)N1C[C@H](C)[C@H](CN(C)C(=O)N[C@H](C)c2ccccc2)OCc2ccccc2-c2c(n(C)c3ccccc23)C1=O
  MPTP inh: 0.1

NC(Cc1ccc(C(F)(F)F)cc1)c1csc(Nc2nccc(C(F)(F)F)n2)n1 (configuration not stated)
  MPTP inh: 3.4

C[C@H]1[C@@H](Cc2cc(Cl)cc(Cl)c2)N(c2ccccc2)c2ccccc2CN1Cc1ccccc1
  MPTP inh: 0.0

COC(=O)c1ccc2nc(-c3ccccc3)c(Cc3ccc(C)cc3)n2c1
  MPTP inh: -1.0

CC(=O)O[C@@H](Cc1ccc(O)cc1)C(=O)CC(C)C
  MPTP inh: 0.5

CNc1ncnc2c1ncn2[C@H]1CN(Cc2ccco2)C[C@@H](CO)O1
  MPTP inh: 2.5

CCOC(=O)[C@]12CCC=C1N(Cc1cccc3ccccc13)C(=O)[C@H](CC(=O)NCCC(C)C)C2
  MPTP inh: -3.3

COC(=O)C1=C(C(=O)OC)C(C(=O)OC)N2C=CC=CC2=C1C(=O)OC (configuration not stated)
  MPTP inh: -1.3

O=C1NC[C@@H](CCCCN2C[C@H](Cc3ccc(O)cc3)N(Cc3ccccc3)C(=O)C2=O)N(CC2CCCCC2)C1=O
  MPTP inh: -2.4

COc1ccc(C(=O)N2CCCCC2c2cc(C(=O)Nc3ccccc3)no2)cc1 (configuration not stated)
  MPTP inh: -2.2

CCCCNC(=O)c1nc(-c2ccc(C(F)(F)F)cc2)oc1-c1ccccc1
  MPTP inh: 1.2

CCNC(=O)C1CCCN(C(=O)c2ccc(OC)cc2OC)CC1 (configuration not stated)
  MPTP inh: -1.3

NC(=O)N/C=C1\CCCOC1=O
  MPTP inh: -1.3

# 3 entries already listed, ordered by the number in MPTP inh, high to low.
CNc1ncnc2c1ncn2[C@H]1CN(Cc2ccco2)C[C@@H](CO)O1
  MPTP inh: 2.5

COC(=O)c1ccc2nc(-c3ccccc3)c(Cc3ccc(C)cc3)n2c1
  MPTP inh: -1.0

CCNC(=O)C1CCCN(C(=O)c2ccc(OC)cc2OC)CC1 (configuration not stated)
  MPTP inh: -1.3

# (more compounds)
CC1(C(=O)NCc2ccccc2)CN(S(C)(=O)=O)CC(=O)N1Cc1cccc(F)c1 (configuration not stated)
  MPTP inh: 1.8

CC(=O)NCCNC(=O)C1Cc2c(-c3ccc(Cl)cc3)ccnc2O1 (configuration not stated)
  MPTP inh: 0.0

O=[N+]([O-])c1ccc2c(c1)-c1ccccc1C2O (configuration not stated)
  MPTP inh: -1.5

CCCc1nc2c3ccccc3ccn2c1Cc1ccc(OC)cc1C
  MPTP inh: -1.4

CCCC(=O)N1CCC1(C)C(=O)NS(=O)(=O)c1ccc(Cl)cc1 (configuration not stated)
  MPTP inh: 0.2

O=C(COC(=O)CSc1ccccc1)NC1CCS(=O)(=O)C1 (configuration not stated)
  MPTP inh: 0.2

Cc1noc(C)c1-c1ccc(C(=O)NCCN2CCOCC2)c2occc12
  MPTP inh: -0.1

CC(=O)NC(c1ccccc1)c1nc(-c2cncnc2)cs1 (configuration not stated)
  MPTP inh: 1.4

CC1=CC(=O)C=CC1=Nc1ccc(N(C)C)cc1
  MPTP inh: 7.9

CCN(CC(=O)Nc1c(F)cccc1F)C(=O)CCCSc1nc2ccccc2[nH]1
  MPTP inh: -1.6

O=C(NCc1cccc(Cl)c1)c1ccc(-c2ccc(F)c(F)c2)c2ccoc12
  MPTP inh: -0.1

C[C@@H]1Cc2[nH][nH]c(=O)c2[C@H](C)O1
  MPTP inh: 0.8

COc1ccc(C(C)(O)c2nc(-c3cncnc3)cs2)cc1 (configuration not stated)
  MPTP inh: -1.0

Cc1cc(C)cc(C(O)c2ncc(-c3ccc(F)cc3)[nH]2)c1 (configuration not stated)
  MPTP inh: 0.6

COc1ccc(C(NC(=O)C2CCN(CCOc3ccc(Cl)cc3Cl)CC2)c2cccs2)cc1 (configuration not stated)
  MPTP inh: 8.5

COc1ccc(C)cc1S(=O)(=O)N1CCCC(N2CCN(c3ccccc3)CC2)C1 (configuration not stated)
  MPTP inh: 0.0

O=C1c2ccccc2-c2ccccc2NC1O (configuration not stated)
  MPTP inh: 0.6

CC(C)C[C@@H](CN)NC(=O)c1nc[nH]c1C(=O)N[C@@H](Cc1c[nH]c2ccccc12)C(=O)CNC[C@H](C)NC(=O)c1nc[nH]c1C(=O)N[C@@H](CC(=O)O)C(=O)O
  MPTP inh: -0.3

Cc1cc(C(=O)N2CCC2(C)C(=O)O)nn1C(C)(C)C (configuration not stated)
  MPTP inh: -0.1

CC(OC(=O)c1ccc(NC(=O)CC#N)cc1)C(=O)Nc1ccc(S(=O)(=O)N2CCCC2)cc1 (configuration not stated)
  MPTP inh: -0.7

CC(C)NC(=O)C1(C)CN(S(C)(=O)=O)CC(=O)N1Cc1cccs1 (configuration not stated)
  MPTP inh: -0.9

Cc1onc(-c2ccccc2)c1C(=O)N1CCCC(C)(C(=O)NS(=O)(=O)C2CC2)C1 (configuration not stated)
  MPTP inh: 0.4

CC(=O)c1cccc(-c2ccnc3c2CC(C(=O)NCc2ccncc2)O3)c1 (configuration not stated)
  MPTP inh: 0.3

Cc1ccc(NC(=O)CN(C)C(=O)C2CSC3(C)CCC(=O)N23)cc1 (configuration not stated)
  MPTP inh: 0.0

Cc1ccc(CS(=O)Cc2ccc(C(=O)NCCCc3ccccc3)o2)cc1 (configuration not stated)
  MPTP inh: 0.1

O=C(NCc1ccccc1)C(c1ccco1)N1CCN(c2ccccc2F)CC1 (configuration not stated)
  MPTP inh: 3.2

Cc1ccc(Cc2c(-c3ccc(C#N)cc3)nc3ccc(Br)cn23)cc1
  MPTP inh: -1.0

CC(C)n1c(=O)c2ccccc2n1CC(=O)N1CCOCC1
  MPTP inh: -0.3

CCCCn1nnnc1C(c1cc2ccccc2o1)N1CCCC1 (configuration not stated)
  MPTP inh: 0.3

Cc1noc(C)c1-c1ccc(C(=O)NCc2ccccc2)c2occc12
  MPTP inh: -1.6

COC(=O)C[C@H]1CC[C@@H](NC(=O)Nc2c(C)noc2C)[C@@H](CO)O1
  MPTP inh: 0.6

O=C(N[C@@H]1CC[C@H](CCn2cc(-c3ccccn3)nn2)O[C@@H]1CO)c1ccncc1
  MPTP inh: 1.5

COc1cccc(-c2cnc3cccnn23)c1
  MPTP inh: -1.6

CC(=O)NCCNc1nc2cc(-c3cnn(CCC(C)C)c3)sc2c(=O)n1C
  MPTP inh: -0.5

CCCS(=O)(=O)NC(=O)C1(C)CCN(C(=O)c2cc(C)on2)C1 (configuration not stated)
  MPTP inh: -0.4

CN1C(=O)C(c2cn(C)c3ccccc23)(c2cn(C)c3ccccc23)c2cc(F)ccc21
  MPTP inh: 5.1

CCOC(=O)CCCCCC(=O)Nc1ccc2c(c1)C(=O)N([C@H](C)CO)C[C@H](C)[C@H](CN(C)C(=O)C1CCCCC1)OCCCC[C@@H](C)O2
  MPTP inh: -0.2

Clc1ccc2nc(C3CCCCC3)c(Cc3ccsc3)n2c1
  MPTP inh: 0.7

C/C(Nc1ccc(Cl)c(Cl)c1)=C1/CCOC1=O
  MPTP inh: -2.5

CCc1c(-c2cccc(Cl)c2)ncn1Cc1cccc(-c2ccccc2)c1
  MPTP inh: 1.0

Fc1ccc(NC(=S)SCc2ccc3c(c2)OCO3)cc1F
  MPTP inh: 76*

Cc1noc(C)c1NC(=O)N(C)C[C@@H]1OCc2ccccc2-c2c(n(C)c3ccccc23)C(=O)N([C@H](C)CO)C[C@H]1C
  MPTP inh: -1.0

COC(=O)C[C@@H]1C=C[C@H](NS(=O)(=O)c2cccc(F)c2)[C@@H](CO)O1
  MPTP inh: -0.6

NC(c1ccccc1)c1csc(NC(=O)Nc2ccc(OC(F)(F)F)cc2)n1 (configuration not stated)
  MPTP inh: 70*

O=C(c1ccccc1F)N1CCC2CC1c1cc(N3CCCCC3)ccc12 (configuration not stated)
  MPTP inh: -1.6

CCCNC(=O)C1(C)CCN(C(=O)c2ccccc2OC(F)(F)F)C1 (configuration not stated)
  MPTP inh: 5.3

O=C(NCc1cc2ccccc2[nH]1)C1CCC(=O)N(CC2CCCCC2)C1 (configuration not stated)
  MPTP inh: 0.4

COc1cccc(C(C(=O)NC2CCCC2)N2CCN(c3cc(C)ccc3C)CC2)c1OC (configuration not stated)
  MPTP inh: 0.4

CCc1nc2ccc(C(=O)N3CCN(C(=O)c4ccco4)CC3)cn2c1N(C)Cc1nccs1
  MPTP inh: 0.5

CCCCCCCCN1C(=O)[C@H](CC(=O)NCc2ccc(C)o2)C[C@@]2(C(=O)OC)CCCCC=C12
  MPTP inh: -3.0

COc1ccc([C@H]2C[C@H](O)[C@@H](n3cc(C4CC4)nn3)CN2CC2CCCCC2)cc1
  MPTP inh: 0.2

COC(=O)[C@]12CCCCC=C1N(CCC1=CCCCC1)C(=O)[C@H](CC(=O)N1CCCCC1)C2
  MPTP inh: -0.1

COC(=O)C[C@@H]1C[C@@H]2c3cc(NS(=O)(=O)c4ccccc4)ccc3O[C@@H]2[C@@H](CO)O1
  MPTP inh: -0.7

COc1ccccc1N(CC(=O)NCCSCc1ccccc1)S(=O)(=O)c1ccccc1
  MPTP inh: 0.5

O=C(NCc1cccs1)c1ccc2sc([C@@H]3O[C@H](CO)[C@H](O)[C@H](O)[C@H]3O)nc2c1
  MPTP inh: -0.9

Cc1cccc(Cl)c1NC(=O)NCCCN1CCCCC1C (configuration not stated)
  MPTP inh: 0.2

CCCS(=O)(=O)NC(=O)C1(C)CCCN(C(=O)c2cccs2)C1 (configuration not stated)
  MPTP inh: 0.1

COc1ccc(-c2cc(CNc3nc(NCc4ccccc4OC)nc4ccsc34)on2)cc1
  MPTP inh: 6.9

COc1ccccc1Cc1c(-c2ccc(C#N)cc2)nc2ccc(Br)cn12
  MPTP inh: 0.4

O=C(NCC1CC1)c1ccc2nc([C@@H]3O[C@H](CO)[C@H](O)[C@H](O)[C@H]3O)[nH]c2c1
  MPTP inh: 1.2

CCCCn1nnnc1C(c1cc2ccccc2o1)N1CCN(CC(=O)NC(C)C)CC1 (configuration not stated)
  MPTP inh: 0.0

COc1ccc(C(=O)N(C)[C@H]2C[C@H]3c4[nH]c5ccccc5c4CCN3C[C@H]2[C@H](C)O)cc1
  MPTP inh: 0.3

COCc1cccc(-c2csc(C(O)c3cccc(OC)c3)n2)c1 (configuration not stated)
  MPTP inh: 0.5

COc1cccc(NC(=S)NC(Cc2ccccc2)c2ccccc2)c1 (configuration not stated)
  MPTP inh: 57*

COCCCN1C(=O)C(CC(=O)NC(c2ccccc2)c2ccccc2)CC(C(=O)N2CCCCCC2)=C1C (configuration not stated)
  MPTP inh: 0.9

COc1ccc(C(C)(O)c2nc(-c3cccc(O)c3)cs2)cc1 (configuration not stated)
  MPTP inh: 2.6

CC1C(=O)CC2C3(C)CCC2(C(C)C(=O)O)C(=O)C13 (configuration not stated)
  MPTP inh: -3.1

O=c1[nH]c(=S)[nH]c2c1[C@H](CCc1cccc(Cl)c1)O[C@H](C1CCCC1)C2
  MPTP inh: -0.6

CCC(C(=O)NC(C)(C)C)n1c(-c2ccccc2)nc2ccccc21 (configuration not stated)
  MPTP inh: 1.2

CC1(C(=O)Nc2ccc(Cl)c(Cl)c2)CCN1C(=O)CC(c1ccccc1)c1ccccc1 (configuration not stated)
  MPTP inh: 1.9

COc1ccc(CCNC(=O)Nc2nc(C(N)COCc3ccccc3)cs2)cc1OC (configuration not stated)
  MPTP inh: 1.9

O=C(CC1CC2CCC1C2)N1CCN(S(=O)(=O)c2ccc(C(F)(F)F)cc2)CC1 (configuration not stated)
  MPTP inh: 0.6

O=C(NC1CC1)c1ccc2sc([C@H]3C[C@H](O)[C@@H](CO)O3)nc2c1
  MPTP inh: 1.0

CCCNC(=O)C1(C)CCCN(Cc2ccc(Cl)cc2)C1 (configuration not stated)
  MPTP inh: -1.1

CC(C)NC(=O)C1C(c2ccc(C(F)(F)F)cc2)=Nc2ccccc2N1C(=O)c1cccc2ccccc12 (configuration not stated)
  MPTP inh: 1.7

CCNC(=O)C1(C)CCCN(C(=O)c2cc(C)n(C(C)(C)C)n2)C1 (configuration not stated)
  MPTP inh: 0.8
